Luc counter: Counterscreen for Luciferase (Kinase-Glo TM) Inhibition | Luciferin 4-monooxygenase (Photuris pensylvanica), Q27757 | Kinase-Glo luciferase, ATP luminescence, 8 min | Potency, µM (highest dose often 38.3 µM), for the others: top-dose activity change, negative = inhibition, usual class: inhibitors | actives 0.28% (n = 200,000); note: potency is the fitted concentration of half-maximal effect; % is set by controls: 0 for no effect and ±100 for the full control effect; nearly all actives have a fitted effect of over 60% in size
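Luminescence was the read-out, taken after 8-minute incubation at ambient temperature. Luciferase turned over luciferin with 10 uM ATP in imidazole pH 7.2 buffer containing KCl, MgCl2, Tween 20 and BSA.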
NPSR antagonist: qHTS Assay for Antagonists of the Neuropeptide S Receptor: cAMP Signal Transduction. Q6W5P4. CHO-NPSR cells, cAMP TR-FRET, antagonist mode. Potency, µM (titrated, usually from 38.3 µM), for inactives: at the top dose activity change, negative = inhibition, usual class: inhibitors. actives 1% (n = 220,000); note: potency is the fitted concentration of half-maximal effect; % is set by controls: 0 for no effect and ±100 for the full control effect; nearly all actives have a fitted effect of over 50% in size; many of its hits are not listed in these tables
GLA spleen mod: qHTS Assay for Inhibitors and Activators of Human alpha-Galactosidase From Spleen Homogenate; Alpha-galactosidase A (Homo sapiens), P06280; human spleen homogenate, 4MU-alpha-Gal fluorescence, 40 min; Potency, µM (doses to about 80 µM), without a hit: top-dose activity change, negative = inhibition, most hits filed as inhibitors; actives 0.008% (n = 240,000);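 note: potency is the fitted concentration of half-maximal effect; 0% = enzyme with vehicle and -100% = no enzyme basal signal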
Target sequence (P06280 32-429 limits assumed): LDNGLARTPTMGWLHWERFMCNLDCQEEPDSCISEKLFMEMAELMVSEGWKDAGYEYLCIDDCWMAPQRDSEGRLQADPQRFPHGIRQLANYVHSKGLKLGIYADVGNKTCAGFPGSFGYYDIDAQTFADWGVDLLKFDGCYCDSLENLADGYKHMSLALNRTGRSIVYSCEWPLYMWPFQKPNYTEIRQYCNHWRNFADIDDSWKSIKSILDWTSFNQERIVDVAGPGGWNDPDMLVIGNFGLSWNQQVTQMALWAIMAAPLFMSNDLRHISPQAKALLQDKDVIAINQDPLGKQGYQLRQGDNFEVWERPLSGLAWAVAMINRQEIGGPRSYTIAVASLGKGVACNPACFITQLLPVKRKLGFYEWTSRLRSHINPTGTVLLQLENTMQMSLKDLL
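Human spleen homogenate (1 ug) as enzyme source, 4-methylumbelliferyl-alpha-D-galactopyranoside 1 mM final, citrate/phosphate pH 5.0 with 0.01% Tween-20. Compounds 40 min at 37C, NaOH/glycine stop; fluorescence Ex 365/Em 440, Hill-fit AC50.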
IMPase Li cell: qHTS Assay for Identifying the Cell-Membrane Permeable IMPase Inhibitors: Potentiation with Lithium. CHO-M1 cells, IP1 TR-FRET (IP-One), carbachol + lithium. Potency, µM (titrated, usually from 59.4 µM), inactives show top-dose activity, negative = IMPase inhibition, usual class: inhibitors. actives 0.35% (n = 210,000). AID 1457, 2008;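 note: IP1 builds up when IMPase is blocked and the TR-FRET signal falls; potency is the fitted concentration of half-maximal effect; plate controls were basal vehicle for no effect and high inhibitor control for full effect; nearly all actives have a fitted effect of over 50% in size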
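Steps: plate 2000 CHO-M1 cells per well and culture 16–30 h; add compound and lithium; incubate 30 min, 37C; add d2-IP1 tracer and Eu cryptate anti-IP1 antibody in lysis buffer; read after 10 min at room temperature.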
Lamin A splicing: qHTS Assay for Modulators of Lamin A Splicing. AID 1487, 2009. HeLa LMNA splicing GFP/RFP minigene ratio, 48 h. Potency, µM (titrated, usually from 46.1 µM), for the others: at the top dose ratio change, negative = inhibition, actives largely listed as inhibitors. actives 0.01% (n = 200,000); active = well fitted inhibition curve with a large enough effect in the signal ratio, with a control signal flat, not every such curve was filed as active; inconclusive = small, poorly fitted or top-dose-only effect, or effect the other way, or a change in a side signal; the % refers to the signal ratio; note: potency is the fitted concentration of half-maximal effect; % is set by controls: 0 for no effect and ±100 for the full control effect
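S3 HeLa stable clones carrying a lamin A-EGFP splicing minigene plus DsRed2 were seeded at 600 cells/well in Opti-MEM with 2% FBS, pin-dosed and incubated 48 h at 37°C. Acumen cytometry (488 nm) gave the GFP/RFP total-intensity ratio.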
CBFb RUNX1 block: qHTS Assay for Compounds Blocking the Interaction Between CBF-beta and RUNX1 for the Treatment of Acute Myeloid Leukemia; Runt-related transcription factor 1 (Homo sapiens) + Core-binding factor subunit beta …; AlphaScreen CBFb-His/RUNX1-biotin binding, biochemical; Potency, µM (doses to about 59.8 µM), for inactives: top-dose activity, negative = inhibition, hits mostly inhibitors; 230,000 tested, under 10 active; AID 1477, 2009; note: % of control where 0% means no effect
Target sequence (Q01196 whole entry, looked up): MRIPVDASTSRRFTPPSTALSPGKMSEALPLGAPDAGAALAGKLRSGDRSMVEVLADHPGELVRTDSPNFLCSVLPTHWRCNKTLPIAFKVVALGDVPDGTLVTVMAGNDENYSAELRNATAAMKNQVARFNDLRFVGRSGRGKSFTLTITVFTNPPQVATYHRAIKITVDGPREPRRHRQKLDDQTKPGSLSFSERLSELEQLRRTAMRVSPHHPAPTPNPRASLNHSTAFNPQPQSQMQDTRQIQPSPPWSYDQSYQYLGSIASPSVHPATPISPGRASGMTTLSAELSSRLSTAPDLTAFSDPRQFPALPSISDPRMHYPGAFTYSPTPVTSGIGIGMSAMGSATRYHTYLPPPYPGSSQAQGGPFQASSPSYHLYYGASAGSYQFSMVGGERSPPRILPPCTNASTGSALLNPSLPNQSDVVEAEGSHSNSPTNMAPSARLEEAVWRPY
Target sequence (Q13951 whole entry, looked up): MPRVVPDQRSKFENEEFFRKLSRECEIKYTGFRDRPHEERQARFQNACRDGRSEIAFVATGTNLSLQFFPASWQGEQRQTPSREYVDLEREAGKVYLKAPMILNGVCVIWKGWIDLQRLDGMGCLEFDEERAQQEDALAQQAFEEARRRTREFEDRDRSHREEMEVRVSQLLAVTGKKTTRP
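AlphaScreen binding: CBFb-His and RUNX1-biotin (30 nM each) preincubated 20 min, compound added for 15 min, then nickel and streptavidin beads for 90 min, all at room temperature. Disruption of the interaction by any mechanism counts as activity.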
Epigenetic derep: Quantitative High-Throughput Screen for Regulators of Epigenetic Control | murine LDR cells, GFP reporter derepression, 30 h | Potency, µM (top dose mostly 53.9 µM), for inactives: top-dose GFP activation, most hits filed as activators | actives 0.2% (n = 280,000) | AID 1865, 2009; note: potency is the fitted concentration of half-maximal effect; % of control where 0% means no effect; nearly all actives have a fitted effect of over 60% in size
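In this reporter-derepression format, murine cells bearing a silenced integrated CMV-GFP locus incubate with test compound (30 h, 37 C), then are washed and imaged; fluorescent objects of 20–120 um count as induced cells.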
Numbers without * were called inactive; ? = inconclusive; · = not tested or not shown; & = joins results of further samples; [ ] = another dose, or the depositor's remark. Unless noted, calls come from the whole dose curve; as a rule, active = well fitted curve in the direction sought with a large enough effect; inconclusive = small, poorly fitted or top-dose-only effect, or another doubt; inactive = no such curve, though single readings can be large; an effect the other way counts as inactive or inconclusive. Only part of the results is shown. The share of hits here may be higher or lower than overall.

SMILES	Luc counter	NPSR antagonist	GLA spleen mod	IMPase Li cell	Lamin A splicing	CBFb RUNX1 block	Epigenetic derep
O=C(NC(C(=O)c1ccccc1)n1c(=O)cc[nH]c1=S)c1ccccc1 (centres undefined)	-0.1%	4.7%[46.1 µM]	2.6%	-1.3%	4.9%	0.6%	6.0%
Cc1csc(SCC(=O)NC(C)c2ccc(F)cc2)n1 (centres undefined)	7.2%	0.8%	2.7%	-1.1%	0.9%[46 µM]	1.6%	6.3%
O=C(CC1C(=O)NCCN1Cc1ccc(-c2ccccc2)cc1)NCC1CCOCC1 (centres undefined)	-4.7%	-15.1%	3.6%	24.5%	18.8%[46 µM]	1.5%	0.0%
N#Cc1c(-n2ccnc2)cccc1-n1ccnc1	8.4%	-1.1%[46.1 µM]	-2.0%	-15.5%[38.3 µM]	-12.1%	-5.2%	-1.8%
COc1ccccc1OCCCOc1c(Cl)cc(C)cc1Cl	0.7%	-12.4%	4.8%	17.5%	-1.1%	-16.5%	-2.2%
COc1ccc2c(c1)-c1c(ssc1=S)C(C)(C)N2C(=O)CSC1=NCCS1	6.1%	-23.3%[46.1 µM]	-3.3%	21.9%	?	·	-3.2%
Cc1ccc(SCC(=O)c2c(C)nc3ccccn23)cc1	2.3%	-0.8%	3.1%	-0.9%	16.4%[9.22 µM]	-18.8%	-2.4%
N#Cc1c(-c2ccccc2)cc(-c2ccccc2)nc1SCC(=O)NCC(=O)O	·	6.1%	6.2%	·	·	4.5%	4.6%
CCN1CC(CN(C)Cc2nc(-c3ccco3)oc2C)CC1=O (centres undefined)	-1.3%	-16.6%	5.4%	5.8%	?	6.3%	-1.0%
CCOC(=O)Cn1nc(C)n(-c2cccc(Cl)c2)c1=O	-0.5%	18.1%	-7.7%	2.4%	·	1.0%	-1.2%
Cc1ccc(CC(=O)O/N=C(\N)Cc2ccc([N+](=O)[O-])cc2)cc1	0.0%	15.8%	0.6%	0.1%	-2.8%	8.9%	0.0%
CCOc1ccc(NC(=O)CSc2ncnc3c2sc2ccccc23)cc1	-2.2%	?	1.6%	?	-1.9%[46 µM]	1.5%	7.2%&-1.0%
CC1=NN(C(=O)Cc2ccc([N+](=O)[O-])cc2)C(O)(c2ccccc2)C1 (centres undefined)	21.2%	-15.9%[46.1 µM]	-3.9%	21.3%[38.3 µM]	-6.2%	2.7%	0.0%
CCCc1noc2c1C(c1ccoc1)C(C#N)=C(N)N2 (centres undefined)	-3.9%	14.5%[46.1 µM]	-4.1%	-4.2%[38.3 µM]	20.1%	4.7%	1.8%
CCS(=O)(=O)N1CCC(C(=O)N2CCOCC2)CC1	-0.7%	0.8%[46.1 µM]	15.9%	3.8%[38.3 µM]	11.4%	14.0%	-1.0%
CCOC(=O)c1[nH]cnc1N=Nc1c(O)ccc2ccccc12	-12.5%	4.6%	-2.4%	11.8%	?	·	12.8%
Cc1ccc(S(=O)(=O)N2CCN(C(=O)CC(C)C)CC2)cc1	-6.6%	1.8%	-6.1%	1.0%	5.2%[46 µM]	11.7%	1.1%
c1ccc(CCNc2nnnn2-c2ccccc2)cc1	-0.2%	1.1%[46.1 µM]	0.8%	-4.0%[38.3 µM]	8.5%	13.9%	-1.9%
O=C(CCNS(=O)(=O)c1ccc(Br)s1)NCc1ccc2c(c1)OCO2	3.3%	4.0%	5.4%	1.0%	0.3%[46 µM]	0.5%	-5.7%
O=C(NC(=S)NCc1nc2ccccc2[nH]1)c1ccc(F)cc1	3.0%	14.0%	0.1%	3.9%	-22.0%[46 µM]	4.8%	-0.6%

In the list so far, these contain a carbonyl joined to an NH by a bond outside any ring.
SMILES	Luc counter	NPSR antagonist	GLA spleen mod	IMPase Li cell	Lamin A splicing	CBFb RUNX1 block	Epigenetic derep
O=C(NC(C(=O)c1ccccc1)n1c(=O)cc[nH]c1=S)c1ccccc1 (centres undefined)	-0.1%	4.7%[46.1 µM]	2.6%	-1.3%	4.9%	0.6%	6.0%
Cc1csc(SCC(=O)NC(C)c2ccc(F)cc2)n1 (centres undefined)	7.2%	0.8%	2.7%	-1.1%	0.9%[46 µM]	1.6%	6.3%
O=C(CC1C(=O)NCCN1Cc1ccc(-c2ccccc2)cc1)NCC1CCOCC1 (centres undefined)	-4.7%	-15.1%	3.6%	24.5%	18.8%[46 µM]	1.5%	0.0%
N#Cc1c(-c2ccccc2)cc(-c2ccccc2)nc1SCC(=O)NCC(=O)O	·	6.1%	6.2%	·	·	4.5%	4.6%
CCOc1ccc(NC(=O)CSc2ncnc3c2sc2ccccc23)cc1	-2.2%	?	1.6%	?	-1.9%[46 µM]	1.5%	7.2%&-1.0%
O=C(CCNS(=O)(=O)c1ccc(Br)s1)NCc1ccc2c(c1)OCO2	3.3%	4.0%	5.4%	1.0%	0.3%[46 µM]	0.5%	-5.7%
O=C(NC(=S)NCc1nc2ccccc2[nH]1)c1ccc(F)cc1	3.0%	14.0%	0.1%	3.9%	-22.0%[46 µM]	4.8%	-0.6%

The listing continues.
SMILES	Luc counter	NPSR antagonist	GLA spleen mod	IMPase Li cell	Lamin A splicing	CBFb RUNX1 block	Epigenetic derep
CC(C)=CCc1c(O)ccc2c1OC(c1ccc(O)c(O)c1)CC2=O (centres undefined)	·	15.0%	-3.8%	9.2%	·	-19.8%	?
COc1ccccc1CNC(=O)c1ccccc1NS(C)(=O)=O	-1.3%	-1.0%[46.1 µM]	-2.3%	30.8%[38.3 µM]	2.3%	5.0%	2.3%
COc1ccc(S(=O)(=O)Nc2cc(C(=O)NCCCN3CCOCC3)ccc2N2CCOCC2)cc1	-1.4%	0.6%	3.1%	-0.4%	·	0.2%	-0.1%
COc1cc([N+](=O)[O-])ccc1NC(=O)CCCOc1cc(C)ccc1C	2.0%	-19.3%	-7.9%	17.2%	-2.8%	-12.5%	-1.0%
Cc1cccc(/C=N\Nc2nnc(-c3ccccc3)c(=O)[nH]2)c1	0.0%	-13.0%	-4.0%	4.0%	4.3%	-27.4%	0.0%
COC(=O)CSc1ncnc2c(C)csc12	·	4.2%	8.2%	·	·	4.5%	0.0%
CC(C)C[C@@H]1NC(=O)[C@H](CO)NC(=O)c2cc([N+](=O)[O-])cc(I)c2OCC[C@@H](C(N)=O)NC1=O	-2.4%	5.3%	-4.6%	0.8%	-4.5%	1.4%[2.36 µM]	-1.0%
Oc1ccccc1-c1nc(/C=C/c2ccccc2)nn1-c1ccccc1	0.0%	-35.2%	-0.5%	10.5%	?	-6.1%	0.0%&3.7%
CC(/C=N/n1c(-c2cccnc2)n[nH]c1=S)=C\c1ccccc1	-3.7%	?	-0.3%	-10.3%[38.3 µM]	2.9%	2.4%	2.3%
O=C(CCNC(=O)Cn1ccc2ccccc2c1=O)NCCCN1CCN(c2ccccc2F)CC1	·	2.0%[46.1 µM]	-0.5%	·	?	0.4%	7.2%
COC(=O)CCC(=O)OC1(C)C(=O)C=C2C=C(C3CC3)N(Cc3ccc4c(c3)OCO4)C=C2C1=O (centres undefined)	-7.2%[7.66 µM]	?	1.4%[17.5 µM]	-4.4%	-8.1%[9.22 µM]	?	-4.7%
Cc1ccc(C(=O)NC(N2CCCC2)C(Cl)(Cl)Cl)cc1 (centres undefined)	-2.4%	-2.6%[46.1 µM]	-4.6%	4.8%[38.3 µM]	10.4%	4.7%	1.2%
CNS(=O)(=O)c1cccc(C(=O)OCC(=O)c2c(N)n(C)c(=O)n(C)c2=O)c1	·	-30.3%	2.2%	·	·	-0.2%	3.3%
O=C1NC2(CCCC2)N=C1c1ccc(Cl)cc1	-1.1%	3.7%[46.1 µM]	1.8%	-5.2%[38.3 µM]	-2.0%	-0.7%	1.8%
Cc1ccc(-c2cc(C(=O)OCC(=O)Nc3ncc(C(F)(F)F)cc3Cl)c3ccccc3n2)cc1	-0.7%	9.1%	7.5%	-1.9%	-0.1%	2.4%	3.4%
O=C1NC2(CCCCC2)Cc2ccccc21	-2.0%	-21.5%[46.1 µM]	3.7%	7.2%[38.3 µM]	4.9%	5.5%	2.8%
CC1CCN(C(=O)c2ccc(NS(C)(=O)=O)cc2)CC1	0.9%	-19.9%[46.1 µM]	0.7%	-3.5%[38.3 µM]	-0.5%	-1.0%	-0.7%
O=C(COC(=O)c1cn(-c2ccccc2)nc1-c1ccc(F)cc1)Nc1ncc(Cl)cc1Cl	1.2%	-21.3%	2.8%	-20.3%	0.1%	1.2%	?
O=C(COc1cccc(Oc2ccccc2)c1)Nc1ncccn1	-5.2%	-12.1%[46.1 µM]	7.1%	11.9%	-9.0%	9.1%	0.9%
Cc1ccc(C(CCN(Cc2ccccc2)C(=O)c2ccco2)c2ccco2)cc1 (centres undefined)	2.2%	-55.5%	5.0%	10.5%	?	-23.0%	-2.7%
OCC1(Cc2ccccc2)CCN(Cc2ccc(-c3ccco3)cc2)CC1	-3.5%	14.6%	0.3%	19.7%	-9.5%[46 µM]	2.7%	2.1%
COc1ccc(/C=C(\C#N)C(=O)OCC(=O)NC(=O)NCCC(C)C)cc1	-0.4%	11.4%	-5.6%	1.7%	-16.5%[46 µM]	8.6%	-0.6%
CCN1C(=O)/C(=C/c2ccc(N3CCCC3)cc2)NC1=S	-0.1%	-25.5%	-7.9%	23.6%	-11.3%	?	?
O=C1C[C@@H](O)[C@@H](O)[C@@H]2[C@H]3C(=O)N(c4ccc(F)cc4F)C(=O)[C@@H]3CC[C@H]12	·	·	-3.8%[17.5 µM]	·	·	-2.5%[13.1 µM]	0.8%[10.1 µM]
Cc1ccc(-n2c(C)cc(C)c(C#N)c2=O)cc1C	-0.4%	1.1%	3.0%	1.9%	10.4%[46 µM]	3.9%	1.0%
Cc1ccc(-n2nc3c(n2)/C(=N/O)CC/C3=N\O)cc1	12.6µM*	-10.9%[46.1 µM]	-7.0%	10.4%	-5.4%	-5.3%	-0.8%
Cc1c(N2C(=O)/C(=C3\C(=O)N(CC(=O)O)c4ccccc43)SC2=S)c(=O)n(-c2ccccc2)n1C	·	34.5%	-12.2%	·	·	5.4%	1.9%
